# Ecoli viability: counter-screen for AddAB inhibitors: E. coli growth inhibition. E. coli V3065 growth, OD600 absorbance, 18 h. inhibition, % at 11.9 µM. 330,000 compounds, 0.27% hits;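 active = inhibition above the campaign's mean inhibition across all tested compounds plus 3 SD, cut at about 9.9% in these data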;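 note: uninfected addAB+ strain grown without phage in ampicillin broth; 0% = DMSO wells and 100% = ciprofloxacin 0.95 µg/ml wells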
# Arr AP2 block: inhibitors of human beta-arrestin and AP2 interaction; FITC-arrestin peptide / GST-AP2 beads, flow cytometry; AP2 beta2 appendage carries R879A mutation; inhibition, % at 10 µM; 340,000 compounds, 0.31% hits;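 active = inhibition above a set limit, near 3 SD of compounds lacking own fluorescence, cut at about 54% in these data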;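 note: plate controls were DMSO wells for no effect and 5 µM unlabelled arrestin peptide for full effect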
#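 System: GST-AP2 R879A glutathione beads | Also added: FITC-arrestin peptide, 50 nM | Times: 12 min plus 1 h, RT | Signal: Bead flow cytometry, FITC channel | Buffer or medium: PBS with 0.05% Tween 20 and 0.1% BSA | Read-out basis: Percent drop in bead-associated FITC signal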
# Tat transport: E. coli Tat transport inhibition | E. coli MC4100 TorA-mCherry Tat export, fluorescence | inhibition, % at 10 µM | 340,000 compounds, 0.036% hits | AID 488895;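 active = mean replicate inhibition at least 50% and at least half of replicates individually reaching 50%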;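 note: exported cargo escapes ClpAP degradation while cytoplasmic cargo is degraded and loses fluorescence; 0% = median of neutral control wells and 100% = median of NaSCN control wells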
# PKA-R1A activ: PKA-R1A complex activation; 340,000 compounds, 0.083% hits; PKA-R1A dissociation, Cy5-IP20 fluorescence polarization; scaled: DMSO 0%, 113 µM cGMP 100%; activation, % at 11.4 µM;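 active = percent activation above the mean of all tested compounds plus 3 SD, cut at about 19% in these data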;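 note: higher means more PKAc released from R1A so a rise in polarization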
# DSG3 Ab inh: inhibitors of pemphigus antibody binding to human desmoglein-3. P32926. DSG3-coupled beads, scFv-anti-DSG3-GFP binding, flow cytometry; hits give low values. binding (percent of control), % at 10 µM. 310,000 compounds, 0.48% hits. AID 588358;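 active = binding more than 3 SD below its plate's average and above zero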;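 note: hits lower antibody fragment binding to DSG3; some compounds called inactive have numbers as strong as hits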
# OPRM1-OPRD1 inv: inverse agonists of human mu-delta opioid receptor heterodimerization | cell-based MOR-DOR heterodimer luminescence, inverse agonism | inhibition, % at 9.3 µM | 340,000 compounds, 0.21% hits | AID 504357; in the data active = inhibition above about 22%, passing the limit was not always enough;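 note: 0% = cells with DMSO and 100% = wells without cells with DMSO; values of inactives mirror those of a sister screen read the other way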
# Target sequence (P35372 whole entry, looked up): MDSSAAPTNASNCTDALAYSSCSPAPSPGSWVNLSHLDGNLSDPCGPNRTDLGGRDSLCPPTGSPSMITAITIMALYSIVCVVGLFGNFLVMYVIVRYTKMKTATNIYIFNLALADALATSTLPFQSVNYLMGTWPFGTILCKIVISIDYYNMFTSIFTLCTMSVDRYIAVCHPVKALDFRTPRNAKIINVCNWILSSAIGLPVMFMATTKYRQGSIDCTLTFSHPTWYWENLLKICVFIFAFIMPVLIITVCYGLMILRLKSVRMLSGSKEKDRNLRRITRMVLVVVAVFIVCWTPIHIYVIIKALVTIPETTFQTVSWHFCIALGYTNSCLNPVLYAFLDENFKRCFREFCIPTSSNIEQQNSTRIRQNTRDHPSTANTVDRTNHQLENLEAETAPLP
# Target sequence (P41143 whole entry, looked up): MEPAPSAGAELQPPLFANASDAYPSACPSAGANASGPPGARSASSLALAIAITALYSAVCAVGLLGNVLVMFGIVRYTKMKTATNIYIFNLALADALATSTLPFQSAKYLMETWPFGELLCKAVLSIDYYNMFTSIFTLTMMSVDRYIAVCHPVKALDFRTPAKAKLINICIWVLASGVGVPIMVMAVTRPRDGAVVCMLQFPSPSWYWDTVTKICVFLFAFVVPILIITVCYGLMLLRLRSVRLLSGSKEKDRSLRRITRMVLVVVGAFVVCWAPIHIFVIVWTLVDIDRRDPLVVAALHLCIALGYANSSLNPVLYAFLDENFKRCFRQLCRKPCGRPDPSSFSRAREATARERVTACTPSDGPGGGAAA
# AddAB inh: less growth of phage-infected E. coli with AddAB. E. coli expressing H. pylori AddAB, absorbance growth. 330,000 compounds, 0.29% hits. inhibition, % at 11.9 µM; in the data active = inhibition above about 12%;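 note: 0% = vehicle wells of infected cells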
# OPRM1-OPRD1 ag: agonists of human mu-delta opioid receptor heterodimerization; P35372+P41143; AID 504326; cells, OPRM1-OPRD1 heterodimerization, luminescence; activation, % at 9.3 µM; 340,000 compounds, 0.3% hits; in the data active = activation above about 18%;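 note: 0% = vehicle-treated cells and 100% = reference agonist; values of inactives mirror those of a sister screen read the other way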
# PfHsp90 yeast 2: reduces growth (ATP signal) of yeast expressing P. falciparum Hsp90; S. cerevisiae expressing PfHsp90, BacTiter-Glo ATP, 48 h; yeast lacking PDR1 and PDR3 efflux regulators; inhibition, % at 9.4 µM; 310,000 compounds, 0.32% hits;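 active = every replicate shows inhibition above about 80%, whatever the replicate mean, limit read from the data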;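 note: 0% = DMSO neutral controls and 100% = 20 µM radicicol positive controls; yeast relying on Plasmodium falciparum Hsp90 in place of its own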
# Mot1-301 SUMO: SUMOylation pathway inhibition by Mot1-301 growth rescue | S. cerevisiae Mot1-301 growth rescue, ATP luminescence, 38.5C; percent above DMSO median, 100 means doubled | growth rescue, % at 18.8 µM | 320,000 compounds, 1% hits | AID 2716;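 active = every valid replicate shows activation above 250% relative to neutral control wells; inactive = the rest, any valid replicate at or below 250%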;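 note: OY570 slx delta 5 strain wells were the positive control but not used for scaling; some compounds called inactive have numbers as strong as hits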
# phage Ecoli inh: E. coli growth loss with phage present; growth absorbance; inhibition, % at 11.9 µM; 360,000 compounds, 0.26% hits; in the data active = inhibition above about 11%
# An asterisk follows results filed as active; i = inactive; nt = not tested or not shown. Rows were taken by chance, and some 2.8% of all compounds hit somewhere here.
# Every second line gives: Ecoli viability	Arr AP2 block	Tat transport	PKA-R1A activ	DSG3 Ab inh	OPRM1-OPRD1 inv	AddAB inh	OPRM1-OPRD1 ag	PfHsp90 yeast 2	Mot1-301 SUMO	phage Ecoli inh
> O=C(CSc1nnc(-c2ccco2)o1)c1ccc[nH]1
  -1.0	-16	4	-3	88	2	1.7	-0.5	14	7	3.1
> O=C(O)CSCc1nc2scc(-c3ccccc3)c2c(=O)[nH]1
  2.0	9	-8	-16	102	9	-1.0	-1.7	8	7	3.4
> CCn1c(CCC(=O)N(C)CC(=O)Nc2cccc(F)c2)nc2cc(S(=O)(=O)N(C)C)ccc21
  -1.1	-7	-1	-7	103	10	0.7	-1.5	2	-5	-0.1
> Cc1nc(C)c(-c2nnc(-c3cccc(S(=O)(=O)N(C)C)c3)o2)cc1C(=O)NN
  -2.2	-13	-7	-1	97	14	-1.4	-3.0	10	5	-3.6
> O=C(c1nc2n(n1)C(c1ccc(Cl)cc1)C=C(c1ccccc1)N2)N1CCOCC1 (stereo unspecified)
  0.9	-8	-4	10	91	-7	3.9	1.1	14	2	3.7
> CCCCC(c1nnnn1CS(=O)(=O)c1ccc(C)cc1)N1CCN(c2ccccc2)CC1 (stereo unspecified)
  1.8	-1	5	0	nt	-5	1.3	1.0	31	nt	7.0
> O=C(N/N=C/c1oc(O)c2ccccc12)c1ccccc1
  0.3	2	-4	-1	87	6	0.5	-1.0	nt	7	4.7
> CC(=O)Nc1ccc(NC2CCCCC2NS(=O)(=O)c2ccc(Cl)cc2)cc1 (stereo unspecified)
  1.4	3	3	-1	100	1	2.7	-0.3	-12	12	1.4
> COc1ccc(C(=O)N2CCN(c3cccc(Cl)c3)CC2)cc1
  2.9	23	-2	1	86	2	2.0	-0.4	-2	12	2.4
> Cc1cc(-c2onc(C)c2C(N)=O)no1
  2.0	34	5	-6	109	12	2.9	-2.2	-9	-17	0.5
> CC(/C=C1\SC(=S)N(C(C(=O)O)c2ccccc2)C1=O)=C\c1ccccc1 (stereo unspecified)
  -1.6	12	11	-15	91	12	0.3	-2.3	-7	-15	1.5
> COc1ccc(CN(C)C(C)C(=O)N(C)CC(=O)Nc2ccc(C)cc2)cc1F (stereo unspecified)
  -0.2	7	-1	-8	106	1	0.2	-0.3	nt	5	2.8
> COC(=O)[C@]1(Cc2ccccc2)N[C@H](CN(C)C(=O)COc2ccccc2)[C@@H]2C(=O)N(C)C(=O)[C@@H]21
  -1.4	6	-5	1	86	10	1.9	-2.2	-3	nt	1.7
> COc1ccc(-c2ccc(OC)c([C@H]3[C@H]4C=CC[C@@H](C)[C@@H]4C(=O)N3Cc3ccccc3)c2)cc1C
  0.3	-3	-8	-12	98	20	2.7	-3.6	nt	1	0.6
> CN(Cc1ccccc1)C(=O)CN1C(=O)C2C3C=CC(C3)C2C1=O (stereo unspecified)
  -1.0	-11	7	-5	99	18	-0.1	-3.4	18	535	0.2
> Cc1cccc(-c2oc3ccc(-c4ccc5c(c4)OCO5)cc3c2C(=O)OCc2ccc(O)cc2)c1
  2.3	12	-2	-1	105	-3	5.4	0.5	7	-1	1.5
> CCC1CCCCN1CCCNC(=O)Cn1nc(-c2ccc(C)cc2)ccc1=O (stereo unspecified)
  -1.1	-5	-13	-10	100	16	0.4	-2.9	15	-7	-1.1
> Cc1cnc(NC(=O)C2CC(=O)N(c3ccc4c(c3)OCCO4)C2)s1 (stereo unspecified)
  2.6	-1	6	-2	104	15	0.7	-3.5	3	-2	1.9
> CC(C)(C)N=C1NN=C(c2ccc(Cl)cc2)CS1
  -2.8	11	6	-4	102	0	3.3	-0.1	5	24	1.2
> CN(C(=O)c1ccc(NC(=O)Cc2cccc([N+](=O)[O-])c2)cc1)C1CC1
  -0.4	2	-6	-18	101	0	2.3	0.1	7	-19	-1.1
> COCCN(C(=O)COC(=O)C1COc2ccccc2O1)c1c(N)n(Cc2ccccc2)c(=O)[nH]c1=O (stereo unspecified)
  0.8	25	-3	-4	101	-3	-0.7	0.4	5	5	6.7
> COC(=O)CCN(C(=O)c1ccc2c(c1)OCO2)c1ccccn1
  -0.8	11	-6	-4	120	12	2.1	-2.6	22	-6	-0.6
> Cc1ccc(NC(=O)Cn2c(O)c(N=NC(=O)c3cc4ccccc4cc3O)c3ccccc32)cc1
  -0.3	10	5	-2	97	-3	2.9	0.6	-11	0	3.2
> COc1ccc(-c2cc3ccccc3cn2)cc1
  0.2	7	-9	8	110	-2	0.4	0.4	7	23	3.5
> CCn1cnc2cc(NCc3nc4ccccc4n3C)ccc21
  -2.7	23	-20	1	nt	0	-0.3	0.0	-7	-16	2.3
> Cc1onc(-c2ccccc2Cl)c1C(=O)Nc1ccc(OCC(=O)N2CCOCC2)cc1
  -3.6	8	2	3	109	2	-2.4	-0.5	nt	16	4.4
> CC(C)(C)OC(=O)N1CCC[C@H]1C(=O)Nc1ccc(C#N)cc1
  -1.3	6	3	-3	109	3	-1.3	-0.7	-5	69	0.4
> COc1cccc(/C=N/NC(=O)c2cc3c(OC)cccc3[nH]2)c1O
  -1.5	-21	3	-7	119	-17	2.1	3.2	-14	-28	5.3
> COc1cccc(NC(=O)CN(c2ccccc2OC)S(=O)(=O)c2cccs2)c1
  -0.7	8	-1	-10	101	-8	0.4	1.5	-7	7	5.2
> CC1(CCc2ccccc2)NC(=O)N(CC(=O)Nc2ccccc2)C1=O (stereo unspecified)
  0.1	7	2	-11	100	9	0.4	-1.8	-4	-17	-0.9
> CCC(C)N(C(=O)CSc1nnc(NC(C)C)s1)C1CCS(=O)(=O)C1 (stereo unspecified)
  1.3	-5	-2	-3	102	11	4.4	-2.0	3	-18	1.5
> Cc1ccc(S(=O)(=O)Nc2cccc(-c3ccc(N4CCCCCC4)nn3)c2)cc1
  0.9	4	-7	-12	97	-7	1.9	1.2	-6	-6	1.4
> COc1ccc(CNC(=O)CN(C)S(=O)(=O)c2ccc(Br)s2)cc1
  -0.8	-14	-2	6	nt	14	0.3	-2.5	-23	-7	5.1
> COC(=O)CP(=O)(c1ccccc1)c1ccccc1
  0.3	-3	2	-24	95	6	5.0	-1.0	12	-21	2.2
> CCOc1c(Br)cc(C2NS(=O)(=O)N=C3CCCCCN32)cc1OC (stereo unspecified)
  -1.0	-3	-7	1	nt	2	-3.0	-0.4	0	18	1.4
> Cc1ccccc1Nc1nc(Nc2ccccc2C)nc(SC2=NCCS2)n1
  1.4	-1	36	3	111	-5	0.9	0.9	-20	5	2.6
> C=CCNC(=O)/C(=C/c1ccco1)NC(=O)c1ccc(Br)o1
  -0.5	4	4	0	93	9	0.2	-1.5	15	-3	0.2
> CCN(C[C@H]1N[C@@](CC)(C(=O)OC)[C@H]2C(=O)N(C)C(=O)[C@@H]12)S(=O)(=O)c1ccc(C(C)(C)C)cc1
  -3.6	34	-6	-1	106	2	2.4	-0.3	-44	-6	0.9
> COc1ccc(NS(=O)(=O)c2cc(NC(=O)c3ccncc3)ccc2N2CCOCC2)cc1
  -2.1	-5	-7	-1	100	-1	2.9	0.2	-4	-15	2.7
> O=[N+]([O-])c1ccccc1S(=O)(=O)NCc1cccnc1
  1.0	0	-5	-7	105	16	5.7	-3.2	14	-6	4.2
> CCOCCCNC(=O)c1ccc(-n2c(=S)[nH]c3ccccc3c2=O)cc1
  -3.5	7	2	-12	112	9	0.9	-1.6	17	i	2.8
> CCOC(=O)c1c(C)[nH]c(C(=O)N/N=C/c2cccc(OC)c2)c1C
  3.1	29	-1	8	101	2	5.3	-0.4	6	13	1.9
> CCOC(=O)Oc1c(OC)cc(C(=O)O[C@@H]2C[C@@H]3CN4CCc5c([nH]c6cc(OC)ccc56)[C@H]4C[C@@H]3[C@H](C(=O)OC)[C@H]2OC)cc1OC
  -3.2	12	-17	-3	104	-22	-4.0	4.0	10	1	4.6
> O=C(NC1CC1)C1=NOC(CNc2ncc(C(F)(F)F)cc2Cl)C1 (stereo unspecified)
  0.4	4	0	-1	104	10	1.8	-1.7	-3	-1	2.3
> COCc1ccc(-c2c(-c3ccsc3)oc(=O)c3cc(OC)c(OC)cc23)cc1
  -2.5	33	-3	4	102	4	-0.1	-0.6	-8	-16	1.2
> CCCCC(=O)Nc1nnc(C2=COCCO2)o1
  -0.2	7	-5	-5	117	5	0.0	-1.1	nt	2	2.0
> O=C(Nc1ccc2oc(=O)ccc2c1)c1cccnc1
  0.5	24	6	1	103	10	0.1	-1.6	nt	-7	1.0
> O=C1c2ccccc2NC(c2cccc(Cl)c2)N1N=C1CCCCCC1 (stereo unspecified)
  6.6	-14	8	-3	111	0	5.3	0.0	24	2	4.2
> O=C(Nc1ccc2[nH]ncc2c1)c1ccc(F)cc1
  0.3	2	-2	5	112	3	3.6	-0.5	-50	354	12*
> C#CCOCCOCCOCCNc1nc(N2CCN(C(=O)[C@H](CCCCN)n3cc([C@@H](N)CC(N)=O)nn3)CC2)nc(N2CCN(C(=O)[C@H](CCCCN)n3cc([C@@H](N)CC(N)=O)nn3)CC2)n1
  -1.9	-5	0	-2	100	10	1.2	-1.8	31	42	1.4
> O=C(CS(=O)(=O)Cc1ccccc1)Nc1ccccc1Cl
  0.4	1	-2	-1	100	-2	6.8	0.3	-12	8	3.4
> NC(=O)c1ccc(NC(=O)CSc2nncn2-c2ccccc2)cc1
  0.9	-14	6	-6	112	1	4.5	-0.3	13	11	-2.5
> COc1ccccc1N1CCN(C(=O)CCc2c[nH]c3ccccc23)CC1
  1.5	4	5	2	96	14	1.1	-2.8	-6	-16	5.7
> O=C(CSCCS(=O)(=O)c1ccc(Cl)cc1)Nc1ccccc1
  0.2	2	7	-21	118	-13	1.0	2.4	15	-15	1.9
> COc1ccccc1N(C(=O)c1snc(C(N)=O)c1N)C(C(=O)NC1CCCCC1)c1cccc(OC)c1OC (stereo unspecified)
  0.1	29	8	9	92	5	-0.2	-0.9	15	7	0.4
> CC(C)N1CCC(N2CCN(Cc3ccc4nsnc4c3)CC2CCO)CC1 (stereo unspecified)
  -2.5	-7	0	-5	96	0	1.6	-0.1	33	-3	3.1

# Compound profiles, as listed above. Order of screens: Ecoli viability	Arr AP2 block	Tat transport	PKA-R1A activ	DSG3 Ab inh	OPRM1-OPRD1 inv	AddAB inh	OPRM1-OPRD1 ag	PfHsp90 yeast 2	Mot1-301 SUMO	phage Ecoli inh
# O=C(Nc1ccc2[nH]ncc2c1)c1ccc(F)cc1 is listed with 0.3	2	-2	5	112	3	3.6	-0.5	-50	354	12*
# O=C(CS(=O)(=O)Cc1ccccc1)Nc1ccccc1Cl is listed with 0.4	1	-2	-1	100	-2	6.8	0.3	-12	8	3.4
